# From PubChem BioAssay
# ERAP1 inh: human ERAP1 aminopeptidase inhibitors, primary screen, biochemical, single point, plate reader. recombinant ERAP1, Leu-AMC fluorescence, 60 min. inhibition, % at 10.7 µM. 340,000 tested, 0.15% active. AID 652197, 2013;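 active = mean replicate inhibition of at least 30%, or all replicates individually reaching that 30% level; inactive = mean below 30% and not every replicate reaching it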;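 note: 0% = neutral control wells and 100% = L-leucinethiol positive control wells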
# Target sequence (Q9NZ08 whole entry, looked up): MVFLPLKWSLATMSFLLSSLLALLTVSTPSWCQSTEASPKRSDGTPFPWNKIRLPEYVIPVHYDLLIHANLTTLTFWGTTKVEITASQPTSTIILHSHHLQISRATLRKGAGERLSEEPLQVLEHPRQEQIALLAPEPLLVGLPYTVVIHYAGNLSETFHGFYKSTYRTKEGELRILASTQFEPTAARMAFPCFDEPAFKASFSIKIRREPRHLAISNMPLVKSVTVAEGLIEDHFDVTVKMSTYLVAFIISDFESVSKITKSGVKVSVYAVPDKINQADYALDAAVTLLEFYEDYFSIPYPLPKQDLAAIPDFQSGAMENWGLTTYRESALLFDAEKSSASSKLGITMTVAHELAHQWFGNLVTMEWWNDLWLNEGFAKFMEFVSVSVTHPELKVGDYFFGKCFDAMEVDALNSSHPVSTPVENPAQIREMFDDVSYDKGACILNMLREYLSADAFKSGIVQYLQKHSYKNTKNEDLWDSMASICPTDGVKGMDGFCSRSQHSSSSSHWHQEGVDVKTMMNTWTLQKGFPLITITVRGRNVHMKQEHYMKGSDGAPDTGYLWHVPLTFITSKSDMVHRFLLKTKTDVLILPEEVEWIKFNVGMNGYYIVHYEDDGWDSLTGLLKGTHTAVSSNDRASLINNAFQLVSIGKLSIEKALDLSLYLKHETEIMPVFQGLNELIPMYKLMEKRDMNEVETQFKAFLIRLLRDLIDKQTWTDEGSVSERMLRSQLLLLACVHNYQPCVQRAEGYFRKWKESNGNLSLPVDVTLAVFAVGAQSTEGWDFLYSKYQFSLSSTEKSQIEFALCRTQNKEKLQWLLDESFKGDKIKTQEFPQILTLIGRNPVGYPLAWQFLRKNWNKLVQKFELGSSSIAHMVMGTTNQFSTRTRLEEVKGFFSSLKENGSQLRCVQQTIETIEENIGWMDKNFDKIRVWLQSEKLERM
# SIRT5 block: SIRT5 desuccinylase inhibitors, primary screen, biochemical, fluorescence imaging, single point, set 5; Purified SirT5, succinyl-peptide AMC, trypsin-coupled fluorescence; 330,000 tested, 1.1% active; inhibition, % at 15 µM; NAD-dependent protein deacylase sirtuin-5, mitochondrial (Homo sapiens), Q9NXA8; AID 652115, 2013; in the data active = inhibition above about 15%; inconclusive = no clear call, values can overlap the other calls
# PGC1a acetyl inh: inhibitors of PGC1a acetylation signal, primary screen, cell-based, U2OS, AlphaScreen, inhibitor mode; AlphaScreen anti-acetyl-lysine; with virally co-expressed GCN5 acetyltransferase; inhibition, % at 15.6 µM; 350,000 tested, 0.17% active;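 active = every replicate shows inhibition of at least 40%; inconclusive = mean inhibition at least 40% but some replicate below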;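 note: 0% = neutral control wells and 100% = positive control wells; some results beyond the cut were filed as inactive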
# Cneo AK release: Cryptococcus neoformans cell lysis inducers, primary screen, AK release luminescence, single concentration. C. neoformans lysis, adenylate kinase release luminescence, 4 h; normalised: neutral wells 0, clomiphene wells 100. lysis activity, % at 15 µM. AID 651654, 2012. 360,000 tested, 0.2% active;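 active = mean lysis activity across replicates of at least 80%, whatever share of replicates individually reach that level; inactive = mean lysis activity below 80%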
#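 read-out = cell lysis signal | test system = log-phase Cryptococcus neoformans yeast cells | input = cells at 5 × 10^6 per mL | medium = fresh YPD growth medium | signal = luminescent adenylate kinase detection reagent | timing = 4 h at 37 °C static, read 1 h later | dosing = single dose | controls = Clomiphene as positive lysis control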
# S100A4 MyoIIA: inhibitors of S100A4-myosin IIA peptide binding, primary screen, biochemical, fluorescence polarization, TAMRA-MyoIIA peptide | AID 652163, 2013 | inhibition, % at 10.7 µM | 360,000 tested, 0.14% active;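 active = mean inhibition of at least 70% across replicates, with every replicate also reaching that level; inconclusive = mean inhibition reaches 70% but some replicates fall short; inactive = mean inhibition below 70%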
# Target sequence (P26447 whole entry, looked up): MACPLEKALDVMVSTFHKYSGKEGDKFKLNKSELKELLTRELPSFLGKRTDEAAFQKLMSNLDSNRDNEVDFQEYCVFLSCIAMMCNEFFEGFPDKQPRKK
#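 Test system: S100A4 monomer protein; Medium: HEPES pH 7.2 with CaCl2, KCl, NaCl, DTT, Triton; Probe or stimulus: TAMRA-labelled myosin IIA heavy-chain peptide probe, 5 nM; Doses: one dose per compound; Times: polarization read 5 min after assay mix addition, stable 5–60 min; Benchmarks: neutral control DMSO, positive control TFP.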
# C2C12 statin: suppressors of statin myotoxicity in C2C12 myotubes, primary screen, cell-based, single point, plate reader. C2C12 myotubes + simvastatin, ATP luminescence, 48 h; scaled: DMSO 0, geranylgeraniol control 100. rescue of ATP level, % at 7.49 µM. 330,000 tested, 0.78% active;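 active = mean ATP rescue above about 67%, or every replicate alone reaching that limit, limit read from the data, passing the limit was not always enough; inconclusive = no clear call, values can overlap the other calls; inactive = mean under the limit and some replicate under it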;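 note: myotubes were challenged with 10 µM simvastatin during compound exposure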
# LGR2 antag: inhibitors of bursicon-induced LGR2 CRE-luciferase signal, primary screen, cell-based, HEK293, CRE-luciferase reporter, bursicon stimulation; Drosophila bursicon receptor LGR2 (rickets); bursicon-stimulated, 4 h; inhibition, % at 9.99 µM; 380,000 tested, 0.35% active;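 active = drop in luminescence signal, shown as inhibition above about 50% in the replicate tests, limit read from the data, passing the limit was not always enough; inconclusive = probably only some replicates passing the limit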;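 note: agonist challenge used bursicon conditioned medium at about half maximal strength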
# XiGFP reactiv: activators of inactive X chromosome reactivation, primary screen, imaging, XiGFP fibroblasts, GFP high-content imaging, set 2 | XiGFP mouse fibroblasts, % GFP-positive cells imaging, 3 d; cells co-treated with 5-aza-dC sensitizer; scaled so ellipticine positive control = 100% | activation, % at 7.58 µM | 360,000 tested, 0.055% active | AID 743238, 2013;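 active = mean normalized replicate activation at least 10% and every replicate at or above 10%; inconclusive = only one of the two criteria met; inactive = mean below 10% and not all replicates reach 10%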;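 note: 0% = median of on-plate neutral control wells and 100% = ellipticine 6 µM median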
#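 Assay system – SV40-immortalized XiGFP fibroblast cells, line 68-5-11 · Buffer or medium – DMEM supplemented with 5-aza-dC as sensitizing agent · Dosing – one concentration, pinned · Benchmarks – positive control ellipticine, 6 µM final · Times – 3 days compound exposure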
# * = called active by the depositor; ? = inconclusive; . = not tested or not shown. A portion of the library; count on the stated rates, not on these rows.
SMILES,ERAP1 inh,SIRT5 block,PGC1a acetyl inh,Cneo AK release,S100A4 MyoIIA,C2C12 statin,LGR2 antag,XiGFP reactiv
Cn1c(SCC(=O)c2ccc(F)cc2)ncc(C(=O)Nc2ccccc2)c1=O,-5,6,6,-1,-3,11,2,-0.1
Oc1cccnc1SCc1ccccc1,-1,1,3,18,-3,4,-51,0.0
O=C(COC(=O)Cn1cnc2ccccc21)Nc1cccc(S(=O)(=O)N2CCOCC2)c1,-1,0,-5,.,0,.,-1,0.0
CO[C@@H]1CN(C)C(=O)c2ccc(NS(=O)(=O)CC(F)(F)F)cc2OC[C@@H](C)N(C)C[C@H]1C,1,.,6,.,-6,.,3,0.4
COc1cc(CNC(=O)c2cc(-c3cc(F)ccc3OC(C)C)n[nH]2)cc(OC)c1,20,-1,9,2,-6,-6,10,-0.1
COc1ccc(-n2c3c(cc(C(=O)NCc4ccco4)c2=O)C(=O)CC(C)(C)C3)cc1,3,0,14,.,-10,.,17,0.0
N#CCc1c(C#N)c(N)nc(N2CCCC(O)C2)c1C#N (configuration not stated),4,1,12,-2,-7,-1,0,0.0
CC1CN(CC(=O)Nc2ccc(S(N)(=O)=O)cc2)CC(C)O1 (configuration not stated),0,-1,8,11,5,-14,14,.
CCC(C)CCN1CCN=C1N(C)C (configuration not stated),.,.,.,-5,-2,-6,4,0.0
O=C(Cc1ccc(Br)cc1)N1CCc2ccccc2C1,0,-1,-5,4,-1,6,-29,0.0
C[C@@H]1CCCCO[C@@H](CN(C)Cc2ccc(Cl)c(Cl)c2)[C@@H](C)CN([C@H](C)CO)C(=O)c2cc(NC(=O)C3CCCCC3)ccc2O1,-4,-7,-24,4,3,.,20,0.0
CC(=O)N1N=C(c2ccncc2)OC1(Cc1ccccc1)Cc1ccccc1,0,-13,.,.,1,.,-5,0.2
COCc1c(C(=O)OCC(=O)Nc2ccc(OC(F)F)cc2)oc2ccccc12,1,2,.,1,0,2,-3,0.0
O=C(CCS(=O)(=O)c1ccc(Cl)cc1)N1CCN(c2ccc(F)cc2)CC1,0,-2,3,0,16,0,0,0.2
O=C(N/N=C\c1ccc(Cl)cc1)C1=NOC2COC3(CCN(c4ccc([N+](=O)[O-])cc4)CC3)OCC12 (configuration not stated),-2,-2,7,-5,-5,-10,-10,-0.1
CN(Cc1ccccc1)C(=O)COC(=O)c1ccc(Cl)cc1N,3,-3,.,.,-8,.,-6,0.4
CCOc1ncccc1C(=O)OCC(=O)c1cccc(Br)c1,1,-2,5,.,1,.,-2,0.0
O=c1[nH]c(-c2ccc(Cl)cc2)nc(=S)[nH]1,0,1,.,.,-2,.,1,0.3
CCOc1ccc(Nc2nc(Cc3nnc(SCC(=O)NCC4CCCO4)n3C)cs2)cc1 (configuration not stated),-1,1,-4,10,3,13,10,.
COc1ccc(/C(C)=N/Nc2ccccc2Cl)c(O)c1,2,-1,15,.,6,3,-10,-0.1
C/C=C/c1ccc2c(c1)O[C@H](CN(C)C(=O)CN(C)C)[C@H](C)CN([C@H](C)CO)S2(=O)=O,0,-7,10,2,3,-5,-9,-1.0
O=C(NCCCNC(=O)c1cnccn1)c1ccc(Cl)cc1,-3,1,3,1,4,-8,12,0.0
O=C(O)CCCn1cc(NC(=O)COc2ccccc2F)cn1,-1,-3,.,3,-3,-4,13,0.4
CCNC(=O)C[C@H]1CC[C@@H]2[C@H](COC[C@@H](O)CN2C(=O)Nc2cccc(OC)c2)O1,2,-2,-1,0,-13,-6,-10,0.1
O=C(Nc1cc(S(=O)(=O)N2CCOCC2)ccc1N1CCCC1)c1cccnc1Cl,-1,-2,3,-9,7,-71,-8,0.0
C[C@H](NC(=O)C[C@H]1C=C[C@H](NC(=O)C2CCC2)[C@H](CO)O1)c1ccccc1,2,0,4,0,0,-7,0,-1.1
CCOC(=O)N1CCc2c(sc3nc4n(c(=O)c23)N=C(c2ccc(OC)cc2)CS4)C1,3,-2,11,-1,-1,.,.,0.0
O=C(COC(=O)CCNS(=O)(=O)c1ccccc1)NC(=O)c1ccccc1,12,-6,.,-2,-8,1,-4,0.1
C[C@@H]1CN([C@@H](C)CO)C(=O)c2cc(NS(=O)(=O)c3ccccc3)ccc2O[C@@H](C)CCCCO[C@@H]1CN(C)C(=O)c1ccncc1,2,-1,7,4,8,.,1,-1.2
O=C(Nc1ccc(C2SCCS2)cc1)c1ccccc1,6,-1,-4,-1,-1,.,-15,-0.1
CC(C)C[C@H]1CNC(=O)C(=O)N1C[C@H]1CCCN1C[C@H](Cc1ccc(O)cc1)N1C[C@H](CC(C)C)N(CC2CCCCCC2)C(=O)C1=O,-1,-1,.,.,0,.,-15,0.0
Cc1noc(C)c1NC(=O)Nc1cccc2c1O[C@H](CN(C)C(=O)Nc1ccc(C(F)(F)F)cc1)[C@H](C)CN([C@@H](C)CO)C2=O,.,.,-1,2,.,5,-31,-0.2
Cc1ccsc1/C=N/NC(=O)Nc1ccccc1,2,0,.,.,2,.,-23,0.0
C=CCN(CC=C)C(=O)C[n+]1ccc(C(N)=O)cc1,.,3,.,.,-2,.,8,0.0
Clc1cccc(C2=NOC(c3nnc(-c4ccccc4)o3)C2)c1 (configuration not stated),2,.,.,-3,-10,8,1,-0.1
C[C@@H]1CN([C@H](C)CO)C(=O)c2cccc(NC(=O)C3CC3)c2O[C@@H]1CN(C)Cc1ccc(C(F)(F)F)cc1,2,-5,-4,6,0,-9,-1,0.1
C[C@@H](NC(=O)C[C@H]1C[C@@H]2c3cc(NC(=O)C4CCC4)ccc3O[C@@H]2[C@@H](CO)O1)c1ccccc1,-1,12,12,47,9,-5,-2,0.5
C[C@@H]1CN([C@@H](C)CO)C(=O)c2cc(NS(=O)(=O)c3ccccc3)ccc2O[C@@H](C)CCCCO[C@@H]1CN(C)Cc1ccc(C(F)(F)F)cc1,-3,20*,-2,-7,9,.,23,0.1
CC1(C)C(Cl)C(=O)C(C(=O)c2ccccc2)C(=O)C1Cl (configuration not stated),-1,94*,5,4,-5,7,.,0.1
CC(C)(C)C1CCc2sc(-c3nnc(CCl)o3)cc2C1 (configuration not stated),8,-3,.,.,-6,.,.,0.0
C[C@H](CO)N1C[C@H](C)[C@@H](CN(C)CC2CC2)Oc2ccc(NS(=O)(=O)c3cccs3)cc2C1=O,-1,-6,0,-14,8,16,-33,0.1
COC(=O)c1ccc(NC(=O)CSc2nc3[nH]ncc3c(=O)[nH]2)cc1,2,-4,.,.,-2,.,13,0.0
O=C(CNc1cccc(C(F)(F)F)c1)N/N=C/c1cccc(Br)c1,6,-3,.,-2,7,.,4,0.1
CCCNC(=O)C[C@@H]1C[C@H]2c3cc(NS(=O)(=O)c4ccccc4)ccc3O[C@H]2[C@@H](CO)O1,.,.,-1,2,.,-5,2,0.0
Cc1ccc2nc(-c3ccncc3)cc(C(=O)Nc3ccc(F)cc3C)c2c1,1,-1,.,-2,-5,-13,8,-0.1
C[C@@H]1CCCCO[C@@H](CN(C)C(=O)Cc2ccccc2)[C@@H](C)CN([C@@H](C)CO)C(=O)c2cc(NS(=O)(=O)c3ccccc3)ccc2O1,-2,-3,3,0,6,.,-14,0.0
COc1ccc(CNC(=O)COC(=O)CN2C(=O)C3CCCCC3C2=O)cc1 (configuration not stated),0,.,2,0,-1,-1,24,0.1
Cc1ccc(F)cc1C(=O)N1CCCC1(C)C(=O)NCC(C)C (configuration not stated),1,-1,4,2,-3,7,7,0.0
CN1C(=O)c2cc(NC(=O)C3CCCCC3)ccc2OC[C@@H]2O[C@@H](CC(=O)NCC3CCCCC3)CC[C@@H]21,2,1,.,.,-1,.,-5,0.1
O=C(Nc1cccc(OC(F)(F)F)c1)[C@@H]1O[C@H](CO)[C@H](O)[C@H](O)[C@H]1O,1,.,-1,-1,-2,6,-2,0.0
CCCNC(=O)c1ccc(C2SCC(=O)N2CCc2ccccc2)cc1 (configuration not stated),2,1,-5,0,3,.,20,-0.1
CCOC(=O)[C@@H]1[C@H]2COc3ccc(Br)cc3[C@H]2N2C(=O)N(c3ccc(F)cc3)C(=O)[C@]12C,.,.,.,-4,11,12,-11,-0.1
COc1ccc(NS(=O)(=O)c2cn(C)cn2)cc1,3,2,.,.,0,-2,-6,0.0
CC1=CC2=NC(=O)/C(=C\c3cccn3CCOc3cc(C)ccc3C)C(=N)N2O1,8,.,.,3,-4,.,20,0.1
COc1cc(/C=N/NC(=O)c2ccc3c(c2)OCO3)ccc1O,-1,-1,.,-2,4,-2,-42,0.3
CCOc1ccc(NS(=O)(=O)c2ccc(C)c(C(N)=O)c2)cc1,1,-4,3,-2,1,14,-13,0.0
COc1ccc2c3c(n(C)c2c1)[C@@H](CO)N(C(C)=O)CC31CCN(C(=O)C2CC2)CC1,-6,-5,.,.,-1,.,-13,0.2
O=C(C[C@H]1CC[C@H](NC(=O)C2CC2)[C@@H](CO)O1)Nc1nccs1,-1,1,-4,40,4,-1,7,-0.3
CNC[C@@H]1Oc2ccc(NC(=O)CCCN(C)C)cc2C(=O)N([C@@H](C)CO)C[C@H]1C,4,3,7,6,-1,29,-5,-0.5
CCOc1ccccc1C(=O)NCC(=O)NCc1ccc(S(=O)(=O)N2CCOCC2)cc1,-6,-1,4,1,-40,0,-13,0.0

# The list continues.
SMILES,ERAP1 inh,SIRT5 block,PGC1a acetyl inh,Cneo AK release,S100A4 MyoIIA,C2C12 statin,LGR2 antag,XiGFP reactiv
CC(=O)Nc1ccc(NC(=O)CSc2ccc(-c3cccs3)nn2)cc1,2,2,-2,-2,11,5,-19,0.3
C=C(C)C1CC=C(C)/C(=N/NC(=O)CNc2ccc(OCC)cc2)C1 (configuration not stated),-6,-5,2,-3,-3,47,?,.
O=S(=O)(Cc1ccccc1)N1CCCCN2[C@H](CO)[C@H](c3ccc(-c4cccnc4)cc3)[C@@H]2C1,0,2,10,-1,-8,31,-2,0.0
Cc1nn(CC(=O)N(C)C2CCC(C)CC2)c(C)c1S(=O)(=O)N(C)C (configuration not stated),-3,-1,2,0,0,8,-10,0.5

# Single records (already shown). Screens in order: ERAP1 inh, SIRT5 block, PGC1a acetyl inh, Cneo AK release, S100A4 MyoIIA, C2C12 statin, LGR2 antag, XiGFP reactiv
# COc1ccc(/C(C)=N/Nc2ccccc2Cl)c(O)c1 is listed as 2, -1, 15, ., 6, 3, -10, -0.1
# CC(C)(C)C1CCc2sc(-c3nnc(CCl)o3)cc2C1 (configuration not stated) is listed as 8, -3, ., ., -6, ., ., 0.0
